# BRCA1 expr up – activators of BRCA1 expression | Potency, µM (titrated, usually from 46.1 µM), inactives show at the highest dose activation, usual class: activators | AID 624202 | MCF7-BRCA1-FFLuc reporter, luminescence, 48 h; response scale: scaled: vehicle 0%, 10 µM genistein 100% | actives 1.1% (n = 380,000); further: nearly all actives have a fitted effect of over 80% in size; some results filed as inactive show a strong effect at the top dose
#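 Using MCF7 cells harboring a BRCA1 firefly luciferase reporter, plated 2 h before compound pinning, the screen measured luminescence after 48 h incubation. Responses were normalized to DMSO and 10 microM genistein, then fitted for concentration-effect.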
# CXXC DNA block – MLL CXXC-DNA interaction inhibition; Q03164; MLL-CXXC / FITC-HOXA9 DNA fluorescence polarization; Potency, µM (doses to about 115 µM), for the others: top-dose activity change, negative = inhibition, actives largely listed as inhibitors; actives 0.037% (n = 290,000); AID 2662; active means well fitted inhibition curve with a large enough effect in the polarisation, with a control signal flat, not every such curve was filed as active; inconclusive means small, poorly fitted or top-dose-only effect, or effect the other way, or a change in a side signal; inactive means no such curve, though single readings can be large or run the other way; the % refers to the polarisation
#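 Fluorescence polarization: 7 uM MLL-CXXC (stock) preincubated 5 min with compounds, then 50 nM fluorescein-HOX-A9 DNA (stock) added; 30 min ambient. Buffer 50 mM Tris-HCl pH 7.5, 50 mM NaCl, 1 mM DTT, 0.05% BSA.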
# RORgamma inh – blocks mouse ROR gamma transcriptional activity | P51450 | Drosophila S2 Gal4-RORgamma UAS-luciferase reporter, 20 h | Potency, µM (series often up to 53.6 µM), for the others: top-dose activity change, negative = inhibition, hits mostly inhibitors | actives 5.4% (n = 310,000) | AID 2551; further: on the % scale 0 is the no-effect control and ±100 the full control effect; nearly all actives have a fitted effect of over 60% in size
# Target sequence (P51450 whole entry, looked up, the tested form may be a part): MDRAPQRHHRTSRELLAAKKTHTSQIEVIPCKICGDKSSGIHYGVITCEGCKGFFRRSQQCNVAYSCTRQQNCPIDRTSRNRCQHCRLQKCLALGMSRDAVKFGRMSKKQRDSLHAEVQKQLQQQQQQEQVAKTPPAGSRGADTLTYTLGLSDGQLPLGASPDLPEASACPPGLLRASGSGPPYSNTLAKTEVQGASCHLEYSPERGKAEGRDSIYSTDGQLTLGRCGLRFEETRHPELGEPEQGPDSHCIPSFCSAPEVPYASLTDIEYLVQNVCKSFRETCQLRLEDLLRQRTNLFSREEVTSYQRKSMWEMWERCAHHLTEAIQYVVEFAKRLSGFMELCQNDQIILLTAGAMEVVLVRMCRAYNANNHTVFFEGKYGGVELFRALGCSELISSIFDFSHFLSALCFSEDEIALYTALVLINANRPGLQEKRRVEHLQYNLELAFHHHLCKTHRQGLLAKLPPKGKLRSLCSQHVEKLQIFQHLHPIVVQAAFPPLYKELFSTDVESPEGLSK
#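 Schneider cells (Drosophila), stable Gal4 DBD–ROR gamma + UAS-luc; 1 hr cmpd preincubation; Cu2+ induction 700 uM final; 20 hr ambient; luminescence.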
# VP16 counter – counter-screen for ROR gamma inhibitors: Gal4-VP16 reporter | Drosophila S2 Gal4-VP16 UAS-luciferase, luminescence, 20 h | Potency, µM (series often up to 53.6 µM), inactives show at the top dose activity, negative = inhibition, hits mostly inhibitors | actives 3.5% (n = 310,000);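 further: Gal4-VP16 expression switched on by copper sulfate through the metallothionein promoter; on the % scale 0 is the no-effect control and ±100 the full control effect; nearly all actives have a fitted effect of over 50% in size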
# Rab9 promoter act – activates the Rab9 promoter; Huh7 Rab9 promoter-luciferase reporter, luminescence, 24 h; Potency, µM (series often up to 9.22 µM), for inactives: at the top dose activation, negative = inhibition, hits mostly activators; actives 2.8% (n = 320,000); further: % of control where 0% means no effect; nearly all actives have a fitted effect of over 60% in size
#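 Stable Rab9-luc Huh7, 1500 cells/well, 2 h settle; cmpd in DMSO, 24 h, 37 °C/5% CO2; luciferase reagent 10 min RT; luminescence.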
# NPC1 prom act – activates the NPC1 promoter; Huh7 NPC1 promoter luciferase reporter, 24 h; Potency, µM (highest dose often 9.22 µM), without a hit: top-dose activation, actives largely listed as activators; actives 2.4% (n = 320,000);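 further: % of control where 0% means no effect; nearly all actives have a fitted effect of over 60% in size; reporter is driven by a mutant NPC1 promoter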
#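 Huh7 cells stably carrying NPC1 promoter–luciferase, plated in Opti-MEM with 10% FBS for 2 h, were exposed to compound in DMSO for 24 h at 37 °C; luciferase reagent was added for 10 min and luminescence read.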
# The depositor's hits bear a star; u = inconclusive; x = no result given; [ ] = dose if it differs, or a comment. Unless noted, the call rests on the fitted dose curve; in most records, active means well fitted curve in the direction sought with a large enough effect; inconclusive means small, poorly fitted or top-dose-only effect, or another doubt; inactive means no such curve, though single readings can be large; an effect the other way counts as inactive or inconclusive. Potency means the concentration at half of the fitted maximal effect. A portion of the library; the hit share may differ from the screen's.
# Second line of a record – Rab9 promoter act, RORgamma inh, BRCA1 expr up, VP16 counter, NPC1 prom act, CXXC DNA block
CC(C)NC1C2CCC(CC2)C1(O)c1ccc(Cl)c(Cl)c1 (stereo not given)
 : x, x, -8.9%, x, x, x
COc1ccc(-n2nnnc2C(c2ccccc2)N2CCC(n3c(=O)[nH]c4ccccc43)CC2)cc1 (stereo not given)
 : x, x, -26.3%, x, x, x
O=C(NCP(=O)(Oc1ccccc1)Oc1ccccc1)OCc1ccccc1
 : x, x, 12.9%, x, x, x
O=c1[nH]c2ccccc2n1C1CCN(C(c2cc3ccccc3o2)c2nnnn2Cc2ccccc2)CC1 (stereo not given)
 : x, x, -70.2%, x, x, x
COc1ccc2c(c1)C1OCCNC1CC2 (stereo not given)
 : x, x, 14.3%, x, x, x
CCOC(=O)c1cc2cc(OC)ccc2n1C1CCN(Cc2ccccc2)CC1
 : x, x, 5.9%, x, x, x
CC(C)(C)n1nnnc1C(c1cccs1)N1CCC2(CC1)C(=O)NCN2c1ccccc1 (stereo not given)
 : x, x, -21.1%, x, x, x
CCCCn1nnnc1C(c1ccccc1)N1CCC2(CC1)C(=O)NCN2c1ccccc1 (stereo not given)
 : x, x, 1.6%, x, x, x
COc1ccc(-n2c(=S)[nH]c3ccc(C)cc3c2=O)cc1
 : x, x, 1.3%, x, x, x
COc1ccc(-n2nnnc2C(c2cccs2)N2CCC(n3c(=O)[nH]c4ccccc43)CC2)cc1 (stereo not given)
 : x, x, -67.7%, x, x, x
Fc1cccc(-c2ccc3c(c2)CN(C(=S)NCCc2ccccc2)Cc2cnnn2-3)c1
 : x, x, -47.0%, x, x, x
COc1ccc(CN2Cc3cc(N4CCOCC4)ccc3-n3nncc3C2)cc1
 : x, x, -31.9%, x, x, x
COc1ccc(CN2Cc3cc(-c4cccc(F)c4)ccc3-n3nncc3C2)cc1
 : x, x, -1.4%, x, x, x
O=C1CC(N2CC2)C(=O)N1c1ccccc1 (stereo not given)
 : x, x, 13.6%, x, x, x
CN1C2CNC(=O)CC1C1CCC2C1 (stereo not given)
 : x, x, 0.0%, x, x, x
COc1cc([N+](=O)[O-])c2ncccc2c1[N+](=O)[O-]
 : x, x, -66.8%, x, x, x
Nc1ncnc2c1ncn2[C@@H]1O[C@@H]2COP(O)(=S)O[C@H]2[C@H]1O (stereo not given in full)
 : x, x, 4.5%, x, x, x
Clc1cccc(N2Cc3cc(-c4ccccc4)ccc3-n3nncc3C2)c1
 : x, x, -1.7%, x, x, x
COc1ccc(C(c2nnnn2-c2ccc(OC)cc2)N2CCC3(CC2)C(=O)NCN3c2ccccc2)cc1 (stereo not given)
 : x, x, -47.2%, x, x, x
c1ccc(CN2COC3CCCCCC32)cc1 (stereo not given)
 : x, x, 3.2%, x, x, x
Cc1cc(C)c(S(=O)(=O)N2Cc3ccccc3-n3nncc3C2)c(C)c1
 : x, x, -29.7%, x, x, x
C[C@@H]1CN([C@H](C)CO)C(=O)CCCn2nncc2CO[C@@H]1CN(C)C(=O)Oc1ccccc1
 : x, x, -23.9%, x, x, x
CSCCC(c1nnnn1C(C)(C)C)N1CCC(n2c(=O)[nH]c3ccccc32)CC1 (stereo not given)
 : x, x, 6.3%, x, x, x
COc1cc([C@@H]2c3cc4c(c(O)c3C[C@H]3COC(=O)[C@@H]32)OCO4)cc(OC)c1OC
 : x, x, -57.7%, x, x, x
Cc1ccc2nc(-c3ccc(CN4CCC(n5c(=O)[nH]c6ccccc65)CC4)cc3)c(-c3ccccc3)nc2c1
 : x, x, -62.2%, x, x, x
Cc1cccc(C)c1-n1nnnc1C(C1CC1)N1CCC2(CC1)C(=O)NCN2c1ccccc1 (stereo not given)
 : x, x, -30.8%, x, x, x
CCC(=O)[C@@H](C)[C@@H](O)[C@H](C)C[C@@H](C)C1OC(=O)C[C@@]2(O)CC=C(C)C(O2)C(C)=CCCC[C@H](O[C@H]2C[C@@H](OC(N)=O)[C@H](O)[C@@H](C)O2)C=C[C@H](C)C[C@H]1C (stereo not given in full)
 : x, x, -66.3%, x, x, x
CC(C)(C)n1nnnc1C(CCc1ccccc1)N1CCC2(CC1)C(=O)NCN2c1ccccc1 (stereo not given)
 : x, x, -64.6%, x, x, x
COC(=O)C1=C(c2ccc(OCc3ccccc3)cc2)C[C@@H]2CC[C@H]1N2C(=O)NCc1ccc2[nH]ccc2c1
 : x, x, -37.7%, x, x, x
COc1cccc(C(c2nnnn2-c2ccc3c(c2)OCCO3)N2CCC3(CC2)C(=O)NCN3c2ccccc2)c1OC (stereo not given)
 : x, x, -60.2%, x, x, x

# Exported with each value named: entries from further up.
Cc1ccc2nc(-c3ccc(CN4CCC(n5c(=O)[nH]c6ccccc65)CC4)cc3)c(-c3ccccc3)nc2c1
  Rab9 promoter act: x	RORgamma inh: x	BRCA1 expr up: -62.2%	VP16 counter: x	NPC1 prom act: x	CXXC DNA block: x
CSCCC(c1nnnn1C(C)(C)C)N1CCC(n2c(=O)[nH]c3ccccc32)CC1 (stereo not given)
  Rab9 promoter act: x	RORgamma inh: x	BRCA1 expr up: 6.3%	VP16 counter: x	NPC1 prom act: x	CXXC DNA block: x

# Further structures follow.
# Second line of a record – Rab9 promoter act, RORgamma inh, BRCA1 expr up, VP16 counter, NPC1 prom act, CXXC DNA block
CCCCn1nnnc1C(CCc1ccccc1)N1CCC2(CC1)C(=O)NCN2c1ccccc1 (stereo not given)
 : x, x, -31.7%, x, x, x
O=C(NCC1=C(c2ccc3ccccc3c2)C[C@@H]2CC[C@H]1N2Cc1ccco1)c1nccs1
 : x, x, -38.7%, x, x, x
Cc1ccccc1NC(=O)N1Cc2ccccc2-n2nncc2C1
 : x, x, 4.7%, x, x, x
O=C(NCC1=C(c2cccc3ccccc23)C[C@@H]2CC[C@H]1N2Cc1ccco1)c1cccnc1
 : x, x, -11.5%, x, x, x
C[C@H]1CN([C@@H](C)CO)C(=O)CCCn2nncc2CO[C@H]1CN(C)C(=O)Oc1cccc2ccccc12
 : x, x, -11.3%, x, x, x
CC(=O)NCC(N)C(=O)c1ccc(C)cc1 (stereo not given)
 : x, x, -14.9%, x, x, x
COc1ccc(C(=O)C2CCCN(CCc3ccccc3)C2)cc1OC (stereo not given)
 : x, x, 17.6%, x, x, x
C=CCCC[C@@H]1OC(=O)CNC(=O)C([C@@H](C)CC)NC(=O)[C@@H]2CCCN2C(=O)C([C@@H](C)CC)OC(=O)[C@H](Cc2ccccc2)N(C)C(=O)[C@H](C(C)C)NC(=O)C1(C)C (stereo not given in full)
 : x, x, -68.0%, x, x, x
C[C@H]1O[C@@H](O[C@H]2[C@@H](O)C[C@@H](O[C@H]3[C@@H](O)C[C@H](O[C@H]4CC[C@@]5(C)[C@H](CC[C@@H]6[C@@H]5CC[C@]5(C)[C@@H](C7=CC(=O)OC7)CC[C@]65O)C4)O[C@@H]3C)O[C@@H]2C)C[C@H](O)[C@@H]1O
 : x, x, u, x, x, x
O=C1Nc2ccccc2Oc2ccccc21
 : x, x, 4.9%, x, x, x
COc1cc(CNCCc2c[nH]c3ccccc23)cc(OC)c1OC
 : x, x, -31.7%, x, x, x
CCOC(=O)[C@]12Cc3cc(C)ccc3[C@H]1N(C)C(=O)c1cc(OC)ccc12
 : x, x, -72.0%, x, x, x
Nc1ccc(CC(N)c2csc(Nc3ncccn3)n2)cc1 (stereo not given)
 : x, x, 19.5%, x, x, x
C[C@H]1CN([C@@H](C)CO)C(=O)CCCn2nncc2CO[C@@H]1CN(C)C(=O)Oc1ccccc1
 : x, x, 2.1%, x, x, x
CS(=O)(=O)c1ccc(C2=C(CNC(=O)c3ccncc3)[C@H]3CC[C@@H](C2)N3Cc2ccccc2)cc1
 : x, x, 11.6%, x, x, x
FC(F)(F)c1ccc(-c2ccc3c(c2)CNCc2cnnn2-3)cc1
 : x, x, 35.0%, x, x, x
COc1cccc(CN2CCN(c3ccc(F)cc3)CC2)c1OC
 : x, x, -5.2%, x, x, x
CCOC(=O)[C@]12Cc3cc(OC)ccc3[C@H]1N(C1CCCCC1)C(=O)c1ccccc12
 : x, x, -73.7%, x, x, x
CCOC(=O)[C@]12Cc3cc(OC)ccc3[C@H]1N(CC(=O)OC)C(=O)c1ccccc12
 : x, x, 4.7%, x, x, x
CCCCn1nnnc1C(c1ccc(OC)cc1)N1CCC2(CC1)C(=O)NCN2c1ccccc1 (stereo not given)
 : x, x, 0.0%, x, x, x
COC(=O)[C@@H]1N=C(c2ccc(OC)cc2)O[C@]12C(=O)N(Cc1ccccc1)c1ccccc12
 : x, x, -24.2%, x, x, x
CCOC(=O)[C@]12Cc3cc(C)ccc3[C@H]1N(Cc1ccccc1)C(=O)c1cc(F)c(F)cc12
 : x, x, -71.7%, x, x, x
CCOC(=O)[C@]12Cc3cc(OC)ccc3[C@H]1N(Cc1ccccc1)C(=O)c1cc(OC)ccc12
 : x, x, -34.5%, x, x, x
CN(Cc1cccc(-c2ccncc2)c1)C(=O)Oc1ccccc1Cl
 : x, x, -34.4%, x, x, x
COc1ccc(-n2nnnc2C(c2ccnc3ccccc23)N2CCC3(CC2)C(=O)NCN3c2ccccc2)cc1 (stereo not given)
 : x, x, -34.2%, x, x, x
Cc1cccc(OCC(O)CN2CC2)c1 (stereo not given)
 : x, x, 0.0%, x, x, x
O=C1NCN(c2ccccc2)C12CCN(C(c1cccs1)c1nnnn1Cc1ccccc1)CC2 (stereo not given)
 : x, x, 0.0%, x, x, x
CC1CN2C(=O)C1(c1ccccc1)C(=O)NC2=S (stereo not given)
 : x, x, 6.4%, x, x, x
COc1cc([C@@H]2c3cc4c(cc3[C@@H](O)C3COC(=O)C32)OCO4)cc(OC)c1O (stereo not given in full)
 : x, x, -14.4%, x, x, x
O=c1[nH]c2ccccc2n1C1CCN(Cc2ccc(-c3[nH]c4cc5ncnc5cc4nc3-c3ccccc3)cc2)CC1
 : x, 13.3%, x, -20.1%, x, x
COc1cccc2c1C(=O)c1c(O)c3c(c(O)c1C2=O)C[C@@](O)(C(=O)CO)C[C@@H]3O[C@H]1C[C@H](N)[C@H](OC2CCCCO2)[C@H](C)O1 (stereo not given in full)
 : x, u, -51.5%, -3.6%, x, 63.1µM*
C[C@H](N)Cc1cccc(C(F)(F)F)c1
 : -2.6%[46.1 µM], x, x, x, 10.2%[46.1 µM], x
CN1CC[C@@]2(C)c3cc(OC(=O)Nc4ccccc4)ccc3N(C)[C@@H]12
 : 26.9%[46.1 µM], x, x, x, u, x
C[C@@H]1O[C@H](C[N+](C)(C)C)C[C@H]1O
 : 6.2%[46.1 µM], x, x, x, 3.0%[46.1 µM], -4.2%
CC(=O)NBr
 : -3.0%[46.1 µM], x, x, x, -7.1%[46.1 µM], -1.5%
CS(=N)(=O)CC[C@H](N)C(=O)O (stereo not given in full)
 : -2.8%[46.1 µM], x, x, x, 2.5%[46.1 µM], -19.5%
C[C@@H]1O[C@H](C[N+](C)(C)C)CS1
 : 12.3%[46.1 µM], x, x, x, 5.9%[46.1 µM], -17.9%
COc1cc([C@@H]2c3cc4c(cc3[C@H](O)C3COC(=O)[C@@H]32)OCO4)cc(OC)c1OC (stereo not given in full)
 : -27.5%[46.1 µM], x, x, x, -14.8%[46.1 µM], -9.5%
Cc1cc([C@@H]2CCCN2C)on1
 : -3.2%[46.1 µM], 13.1%, x, 3.4%, -0.4%[46.1 µM], x

# Compound activity from PubChem BioAssay.
